APJ ag = agonists of human APJ apelin receptor; CHO-K1 APJ PathHunter beta-arrestin, luminescence; 0% DMSO wells, 100% apelin; 330,000 compounds, 0.11% hits; P35414; activation, % at 20 µM;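 active = activation more than six SD over the plate average, tested at 20 µM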;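 also: 0% = DMSO alone and 100% = apelin-13 at 10 nM; some results filed as inactive read as strong as hits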
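Assay system: engineered CHO-K1 APJ arrestin reporter cells; Amount: 1000 CHO-K1 reporter cells seeded per well; Dosing: one dose, 20 µM compound, 1% DMSO; Times: compound stimulation 90 min at 25 °C, detection 60 min; Measured by: luminescent beta-gal fragment complementation, chemiluminescent substrate; Read-out: APJ–arrestin association signal; Controls: DMSO vs Apelin-13 10 nM.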
CXCR6 block = blocks human CXCR6 beta-arrestin recruitment | O00574 | CHO-K1 PathHunter CXCR6 beta-arrestin, luminescence | inhibition, % at 20 µM | 360,000 compounds, 0.36% hits | AID 602244; in the data active = inhibition above about 34%, passing the limit was not always enough;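 also: antagonist mode with CXCL16 agonist at 10 nM final; 0% = 10 nM CXCL16 with DMSO and 100% = unstimulated wells without agonist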
tim10-1 inh = inhibits growth of tim10-1 mutant yeast | S. cerevisiae tim10-1 ts strain growth, BacTiter-Glo, 24 h | 330,000 compounds, 2.2% hits | inhibition, % at 20 µM | AID 463190;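 active = inhibition of at least 40%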;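 also: mutant grown at 25 °C; 0% = DMSO wells with yeast and 100% = wells holding no yeast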
XBP1 UPR activ = activators of adaptive arm of unfolded protein response (XBP1); CHO-XBP1 luciferase reporter, IRE1-XBP1 UPR activation, luminescence; percent of tunicamycin response, DMSO as zero; activation, % at 20 µM; 330,000 compounds, 0.33% hits;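 active = versus positive control, 20 µM dose yields 30% or more activation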;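 also: 100% = tunicamycin at 10 µg/mL and 0% = DMSO only wells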
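Material – CHO cell line with stable XBP1 luciferase reporter · Buffer or medium – F12 plus 10% FBS · Compound – single point, 20 µM final compound, 1% DMSO · Schedule – 16-18 h cell attachment at 37 °C, then 6 h compound exposure · Signal – Steady-Glo luminescence read · Benchmarks – high control tunicamycin 10 µg/mL final, low control DMSO vehicle only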
CHOP UPR activ = activators of apoptotic arm of unfolded protein response (CHOP) | CHO-CHOP luciferase reporter, UPR activation, luminescence; percent of tunicamycin response over DMSO baseline | activation, % at 10 µM | 330,000 compounds, 0.34% hits | AID 449763;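 active = at 10 µM dose, activation of 40% or more, normalized to positive control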;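 also: 100% = tunicamycin at 10 µg/mL and 0% = DMSO alone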
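Material: CHO-CHOP cells, stable luciferase reporter of PERK-eIF2a-CHOP signalling; quantity: 500 reporter cells seeded per well; buffer or medium: F12 medium containing 10% fetal bovine serum; compound: one dose, 10 µM in 0.5% DMSO; incubation: 6 h compound treatment, 37 °C; measured by: Steady-Glo luciferase luminescence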
tim23-1 inh = tim23-1 yeast growth inhibition; S. cerevisiae tim23-1 growth, BacTiter-Glo luminescence, 24 h; 330,000 compounds, 1.3% hits; inhibition, % at 20 µM;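 active = growth inhibition of the mutant yeast at or above 50%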;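 also: temperature-sensitive mutant grown at 25 °C; plate controls were DMSO-treated mutant yeast for no effect and medium wells lacking yeast for full effect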
APJ antagonist = antagonists of human APJ apelin receptor | CHO-K1 APJ beta-arrestin complementation, luminescence | inhibition, % at 20 µM | 330,000 compounds, 0.32% hits;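 active = inhibition above about 40% at 20 µM, limit read from the data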;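 also: cells challenged with 10 nM apelin-13 agonist together with compound; plate controls were apelin-13 plus DMSO wells for no effect and DMSO wells lacking apelin-13 for full effect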
Mdm2 MdmX PPI = disrupts the human Mdm2-MdmX interaction; O15151+Q00987; SaOS-2 split-luciferase Mdm2/MdmX complementation, luminescence; inhibition, % at 8 µM; 330,000 compounds, 3% hits;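 active = inhibition of at least 50% at 8 µM in the primary screen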
Target sequence (O15151 whole entry, looked up): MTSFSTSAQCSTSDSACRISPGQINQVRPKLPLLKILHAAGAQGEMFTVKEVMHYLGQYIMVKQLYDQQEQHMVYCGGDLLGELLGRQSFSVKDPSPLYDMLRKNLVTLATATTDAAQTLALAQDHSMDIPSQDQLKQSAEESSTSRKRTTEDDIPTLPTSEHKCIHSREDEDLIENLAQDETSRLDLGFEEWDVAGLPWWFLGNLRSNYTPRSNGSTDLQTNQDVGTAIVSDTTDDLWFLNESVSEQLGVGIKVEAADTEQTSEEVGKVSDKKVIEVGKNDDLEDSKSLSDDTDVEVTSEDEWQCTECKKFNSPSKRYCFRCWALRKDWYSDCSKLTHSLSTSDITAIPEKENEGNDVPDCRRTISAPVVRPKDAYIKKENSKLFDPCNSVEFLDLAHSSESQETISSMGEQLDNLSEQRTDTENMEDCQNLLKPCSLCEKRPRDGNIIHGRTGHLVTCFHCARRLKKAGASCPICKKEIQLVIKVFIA
Target sequence (Q00987 whole entry, looked up): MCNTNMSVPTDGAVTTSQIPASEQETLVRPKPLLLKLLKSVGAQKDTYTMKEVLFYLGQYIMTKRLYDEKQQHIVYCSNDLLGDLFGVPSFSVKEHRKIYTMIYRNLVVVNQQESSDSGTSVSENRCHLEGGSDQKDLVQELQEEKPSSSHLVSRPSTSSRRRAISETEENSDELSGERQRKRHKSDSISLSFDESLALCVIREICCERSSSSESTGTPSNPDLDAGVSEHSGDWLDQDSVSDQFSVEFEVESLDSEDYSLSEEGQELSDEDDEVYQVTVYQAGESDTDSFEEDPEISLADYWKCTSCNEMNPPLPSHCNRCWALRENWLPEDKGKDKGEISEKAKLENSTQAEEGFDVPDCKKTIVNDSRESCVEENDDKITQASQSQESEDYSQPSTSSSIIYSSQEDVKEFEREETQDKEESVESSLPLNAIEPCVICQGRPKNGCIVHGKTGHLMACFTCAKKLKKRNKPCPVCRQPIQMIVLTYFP
TIM10 inh = inhibits growth of TIM10 yeast strain. S. cerevisiae TIM10 strain growth, BacTiter-Glo luminescence, 24 h. inhibition, % at 10 µM. 330,000 compounds, 1.4% hits. AID 463195;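 active = inhibition of 40% or more at the single tested concentration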;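 also: wild-type TIM10 isogenic control strain grown at permissive 25 °C; 0% = DMSO yeast wells and 100% = minimal medium wells without yeast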
An asterisk follows results filed as active; · = not tested or not shown. A portion of the library. The share of hits here may be higher or lower than overall.

SMILES	APJ ag	CXCR6 block	tim10-1 inh	XBP1 UPR activ	CHOP UPR activ	tim23-1 inh	APJ antagonist	Mdm2 MdmX PPI	TIM10 inh
C=CCn1c(=O)c2ccccc2n2c(SCC(=O)NCC)nnc12	-2	4	-1	0	0.0	8	14	-31	6
Cc1ccc(C(=O)C(OC(=O)c2cnccn2)c2ccccc2)cc1 (configuration not stated)	-3	1	26	0	0.4	8	9	-9	13
COCCn1c(-c2ccccc2)cnc1SCC(=O)Nc1cccc2ccccc12	-4	-10	-4	-2	2.7	38	-3	15	7
COC(=O)[C@H](CC(C)C)NC(=O)Nc1ccc(S(N)(=O)=O)cc1	-3	4	-1	1	-1.1	5	-2	-5	2
COc1cc(NC(=O)c2cc([N+](=O)[O-])ccc2NC(=O)CN2CCN(c3ccccn3)CC2)cc(OC)c1	1	2	17	-3	2.9	10	-11	45	11
O=C(/C=C/Nc1ccccc1)c1ccccc1	-3	5	-6	-12	-4.8	9	-11	-183	6
CCCCC(=O)Nc1cccc(-c2nnc(-c3ccccc3)o2)c1	-1	3	18	3	2.7	34	10	18	24
CCOc1ccc(CCNC(=O)CN2C(=O)CCSc3ccccc32)cc1OCC	-2	-7	20	2	-1.4	14	-18	11	-5
CC(C)(C)OC(=O)[C@H](Cc1ccccc1)NC(=O)c1nc[nH]c1C(=O)NCCCCCN	1	-1	0	-3	0.0	4	10	-4	11
COc1ccc(NC(=S)Nc2ccc(F)cc2)cc1	-2	7	-3	-2	0.3	-5	13	23	5
O=C(/C=C/c1cccc(F)c1)OCC(=O)c1ccc[nH]1	-3	-8	14	3	2.9	18	-7	-16	12
CC1CCCCN1CC(=O)Nc1cc(S(=O)(=O)N2CCOCC2)ccc1N1CCCC1 (configuration not stated)	0	6	23	2	-0.2	3	9	15	-1
COc1ccccc1C(=O)Nc1ccc(C(=O)N2CCCC2)cc1	-2	-7	9	5	2.4	5	-12	11	9
Cc1[nH]n(-c2ccccc2)c(=O)c1C(c1cccc([N+](=O)[O-])c1)c1c(C)[nH]n(-c2ccccc2)c1=O	-4	-1	34	-4	-0.4	56*	15	12	38
Cc1noc(C)c1C(=O)NCCC1=CCCCC1	4	-3	20	1	-0.7	2	12	6	-24
CCC(=O)c1ccc(OCC(=O)Nc2ccccc2C(=O)N2CCCCC2)cc1	2	-11	25	-3	-0.6	22	21	14	8
COc1ccc(S(=O)(=O)Nc2ccccc2-c2nc3ccccc3[nH]c2=O)cc1	-1	-3	3	-4	0.0	11	4	20	6
NC(=O)c1ccc(NC(=O)COC(=O)/C=C/c2cn(-c3ccccc3)nc2-c2cccnc2)cc1	-1	-12	-3	-2	1.0	-9	-13	25	-7
Cc1cc([N+](=O)[O-])nn1CCCC(=O)NC(C)c1ccccc1 (configuration not stated)	-2	0	7	-2	1.1	-3	-10	-14	9
O=C(NC1CCCC1)C(c1ccncc1)N(C(=O)c1csnn1)c1ccc(F)cc1 (configuration not stated)	1	-3	4	-1	0.2	-1	17	-18	10
CN1CCN(c2oc(Cc3cccc4ccccc34)nc2C#N)CC1	-1	-2	30	3	1.9	33	4	26	11
O=[N+]([O-])c1cccc(NC(=S)N2CCN(S(=O)(=O)c3ccccc3)CC2)c1	-3	-7	-3	-5	0.8	-43	7	32	-38
COC(=O)c1cc(S(=O)(=O)NCC2CCN(Cc3ccccc3F)CC2)c[nH]1	5	-1	22	-3	1.3	9	16	-7	12
CCCn1c(=N)c(C(=O)NCc2ccc3c(c2)OCO3)cc2c(=O)n3cccc(C)c3nc21	-3	9	24	-2	-2.6	13	32	70*	3
O=C(CCl)N1c2ccccc2CCc2ccccc21	0	2	8	-11	3.4	34	-9	100*	26
Nc1cc2c(cc1C(=O)c1cccc(Br)c1)OCCO2	-5	6	16	6	-0.5	3	-4	30	-9
COc1ccc(CN2C(=O)c3cccc4cccc(c34)C2=O)cc1	0	4	2	1	-1.6	6	6	28	4
COc1ccc(OCC(=O)OC(C)CN2CCOCC2)cc1 (configuration not stated)	0	6	3	1	2.2	8	7	-18	-3
COc1ccc(NC(=O)CCCn2nc(C)c3c(C)n(-c4ccccc4)nc3c2=O)cc1OC	0	-1	21	-1	1.4	11	-29	26	0
COc1ccc(NC(=O)Cn2c3ccccc3c3nc4n(c(=O)c32)CCS4)cc1	0	7	6	9	-1.0	-10	8	70*	-8
CC(=O)N(c1ccc2oc(=O)sc2c1)S(=O)(=O)c1ccc(C(=O)O)cc1	2	-2	-7	-1	1.1	1	18	21	6
Cn1c(/N=C/c2cc(Cl)ccc2O)nc2ccccc21	0	·	11	4	5.8	46	-10	-14	18
O=C(O)c1nn(CCOc2ccccc2F)c(=O)c2ccccc12	-1	-2	11	16	4.8	9	25	-8	4
CSc1nc(NNC=O)cc(Oc2ccc(NC(C)=O)cc2)n1	2	-1	-19	-2	-1.1	-4	-11	13	-10
Cc1cc(C(F)(F)F)c2c(N)c(C(=O)NC3CC3)sc2n1	-5	9	7	-1	0.3	10	4	16	-14
O=C1[C@H]2[C@@H](c3ccc(F)cc3)N3C(=O)N(c4cccc(Cl)c4)C(=O)[C@@]3(Cc3ccccc3)[C@H]2C(=O)N1C1CCCCC1	0	-5	10	-3	4.0	29	-39	19	9
O=C(CSc1ccc(-c2ccco2)nn1)N1CCCCCC1	-1	2	24	-4	0.8	11	-25	-4	2
FC(F)(F)c1cccc(CN2CCC(c3cc(-c4cccs4)n[nH]3)CC2)c1	-2	-3	14	-2	0.6	-96	-1	46	-2
COc1ccc(/C=C/C(=O)c2ccc([N+](=O)[O-])o2)cc1	21	-16	45*	-6	89*	79*	-123	100*	70*
O=C(N/C(=C/C=C/c1ccccc1)C(=O)N1CCOCC1)c1ccccc1Cl	0	-6	14	-7	-0.9	22	-10	12	2
C#CCNC(=O)C1=C[C@@H](C2CCCCC2)C[C@@H](OCc2ccc(CO)cc2)O1	2	-9	13	1	2.1	31	4	21	1
CC1(C)CC(=O)c2cc(OCC(=O)NCCN3CCCc4ccccc43)ccc2O1	-3	9	5	-1	0.3	10	-6	7	2
O=C(c1ccc(F)cc1)N1CCCC(C(=O)N2CCCCC2)C1 (configuration not stated)	-3	-2	-4	4	0.0	14	-4	1	-7
COc1ccc(-c2cc(C(=O)Nc3cc(S(=O)(=O)N4CCOCC4)ccc3N3CCOCC3)c3ccccc3n2)cc1	0	7	2	-6	-1.2	21	-5	34	15
Oc1ccc(N=Nc2ccc3c(c2)OCO3)c2ccccc12	-12	·	-9	0	66*	16	58*	94*	-17
Cc1cc(C)nc(SC2c3cccc4cccc(c34)C2NS(=O)(=O)c2ccccc2)n1 (configuration not stated)	-2	-5	17	-1	-0.2	37	-17	16	8
Cc1csc(=O)n1CCC(=O)OCC(=O)Nc1ccc(C(N)=O)cc1	6	3	-9	2	0.4	2	6	-3	-7
O=C(NC12CC3CC(CC(C3)C1)C2)N1CCC(O)(c2ccc3c(c2)OCO3)CC1	-1	-3	15	4	4.1	37	5	7	9

Overlap with the part before: 4 entries, then new ones.
SMILES	APJ ag	CXCR6 block	tim10-1 inh	XBP1 UPR activ	CHOP UPR activ	tim23-1 inh	APJ antagonist	Mdm2 MdmX PPI	TIM10 inh
Oc1ccc(N=Nc2ccc3c(c2)OCO3)c2ccccc12	-12	·	-9	0	66*	16	58*	94*	-17
Cc1cc(C)nc(SC2c3cccc4cccc(c34)C2NS(=O)(=O)c2ccccc2)n1 (configuration not stated)	-2	-5	17	-1	-0.2	37	-17	16	8
Cc1csc(=O)n1CCC(=O)OCC(=O)Nc1ccc(C(N)=O)cc1	6	3	-9	2	0.4	2	6	-3	-7
O=C(NC12CC3CC(CC(C3)C1)C2)N1CCC(O)(c2ccc3c(c2)OCO3)CC1	-1	-3	15	4	4.1	37	5	7	9
CCOCC(=O)Nc1ccc([N+](=O)[O-])cc1OC	-3	1	-13	1	-0.1	-12	-33	6	-14
CCn1c(/N=C/c2c[nH]c3ccccc23)nc2ccccc21	-4	-15	15	2	3.8	10	-20	-1	10
Cc1cc(/C=N/Nc2nc(N)ncc2[N+](=O)[O-])c(C)n1-c1cccc(C(F)(F)F)c1	-2	·	3	17	7.8	-1	-11	-74	-14
COC(=O)/C(=C/c1ccco1)NC(=O)c1ccc(Br)o1	-3	-10	3	0	-1.0	13	17	7	1
COc1ccc(CC(=O)NCc2ccc(-n3cccc3)cc2)cc1OC	-6	-4	7	4	-0.2	17	11	45	7
Cc1cccc(N2CC(C(=O)Nc3ccc(S(=O)(=O)Nc4nccs4)cc3)CC2=O)c1C (configuration not stated)	0	-4	-4	-7	0.9	9	19	3	1
Cn1cccc1C(=O)NC(=O)COC(=O)CC12CC3CC(CC(C3)C1)C2	-7	4	39	-1	-3.0	39	5	13	35
CC(C)(C)NS(=O)(=O)c1ccc(OCC(=O)NCC2CCCO2)cc1 (configuration not stated)	8	-6	16	2	0.6	20	13	9	0
Cn1c(Cc2ccccc2)nnc1SCC(=O)NC1CCCCC1	-1	-5	24	1	-1.8	11	12	9	4
O=C(Nc1ccc(Cl)cc1)c1cccc(S(=O)(=O)Nc2ccccn2)c1	-6	-5	-20	-3	-0.5	-9	1	11	-11
Cc1ccc(NS(=O)(=O)c2ccccc2F)cc1S(=O)(=O)N1CCCCCC1	-1	10	20	-2	0.3	24	21	25	14
CN(C)c1ccc(Nc2ccc([N+](=O)[O-])cn2)cc1	-3	24	19	1	8.0	15	26	-75	11
CCC(C(=O)N1CCN(S(=O)(=O)c2ccc(F)cc2)CC1)c1ccccc1 (configuration not stated)	-1	4	4	0	-1.7	11	-13	6	3
COC(=O)C1=C(Nc2cc(Cl)cc(Cl)c2)CSC1	-2	-6	14	-1	-0.2	2	16	-4	-5
CCOc1ccc2oc(-c3ccccc3)c(C(=O)N3CCN(C)CC3)c2c1	-1	15	33	0	-0.1	16	11	24	17
O=C(O)C1CC=CCC1C(=O)NNc1ccccc1 (configuration not stated)	-2	-11	-39	0	0.0	-8	5	-8	-51
O=C(CC1SC(N2CCOCC2)=NC1=O)Nc1ccccc1Cl (configuration not stated)	-3	-2	-6	-3	-2.3	-2	-7	-10	7
COc1ccc(-c2c(C#Cc3ccsc3)c3cc(-c4ccc5cc[nH]c5c4)ccc3n2C)cc1	-2	-3	-8	1	1.8	3	8	4	9
O=C(Oc1ccc(Cl)c2cccnc12)N1CCCCCC1	1	-10	9	0	1.7	25	11	7	9
CC(=NCCc1c(C)[nH]c2ccc(OC(F)(F)F)cc12)C1=C(O)CC(c2ccccc2)CC1=O (configuration not stated)	4	9	-26	0	-0.1	-11	-10	26	7
CC1(C)CC(=O)C(C=NCCN2CCOCC2)=C(O)C1	2	5	9	0	-0.9	3	11	0	-6

Bioassay records deposited in PubChem BioAssay by Sanford-Burnham Center for Chemical Genomics.
